From PubChem
MsrA act: activates bovine MsrA enzyme | activation, % at 10.6 µM | AID 602163 | 0.3% of 360,000 active | purified bovine MsrA, absorbance read-out; in the data active = activation above about 7.5%;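 note: 0% = vehicle and 100% = reference activator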
Tb MetRS inh: blocks T. brucei methionyl-tRNA synthetase activity | inhibition, % at 11.9 µM | 0.4% of 360,000 active | AID 624268 | purified T. brucei MetRS, ATP depletion, Kinase-Glo luminescence;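 active = inhibition above a per-plate cutoff of the control wells' mean inhibition plus 3 SD, cut at about 5.5% in these data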;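 note: 0% = DMSO wells median and 100% = median of wells with control inhibitor compound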
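Dosing: 11.9 µM single point; system: parasite MetRS enzyme; technique: luminescence of leftover ATP; times: 15 min enzyme-compound preincubation, 2 h reaction, 10 min detection, 25 °C; replicates: each compound tested once; read-out basis: percent inhibition relative to median high and low control wells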
STEP inh: STEP (human) phosphatase inhibition; P54829; 0.25% of 360,000 active; AID 588621; inhibition, % at 20 µM; recombinant STEP, OMFP fluorogenic substrate, fluorescence;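 active = inhibition at 20 µM, scaled per plate between control wells, above about 37%, limit read from the data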;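 note: 0% = DMSO with enzyme and substrate and 100% = substrate only without enzyme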
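Test system: STEP tyrosine phosphatase / Reagent: OMFP at 25 µM / Doses: 20 µM, 1% DMSO / Read-out: percent inhibition scaled to no-enzyme and uninhibited-enzyme controls, plate-pattern corrected / Detection: FITC-channel fluorescence of OMFP product / Medium: Bis-Tris buffer pH 6.0, 2.5 mM DTT, 0.005% Tween 20 / Schedule: 20 min at room temperature, dark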
NRP1-CendR mod: modulators of CendR peptide binding to human neuropilin-1. AID 602438. inhibition, % at 25 µM. O14786. FAM-RPARPAR peptide binding to NRP-1, fluorescence polarization. 0.85% of 360,000 active;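 active = inhibition or corrected inhibition above about 18%, plus a signal ratio from 0.5 to 1.5, limit read from the data, passing the limit was not always enough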; note: strong numbers were not always called active
DNMT1 block: blocks human DNA methyltransferase DNMT1; DNMT1 molecular beacon, Hinp1I cleavage, fluorescence; inhibition (reported as % activation of signal), % at 10 µM; 0.83% of 360,000 active; P26358; in the data active = inhibition above about 50%
Target sequence (P26358 504-1616 limits assumed): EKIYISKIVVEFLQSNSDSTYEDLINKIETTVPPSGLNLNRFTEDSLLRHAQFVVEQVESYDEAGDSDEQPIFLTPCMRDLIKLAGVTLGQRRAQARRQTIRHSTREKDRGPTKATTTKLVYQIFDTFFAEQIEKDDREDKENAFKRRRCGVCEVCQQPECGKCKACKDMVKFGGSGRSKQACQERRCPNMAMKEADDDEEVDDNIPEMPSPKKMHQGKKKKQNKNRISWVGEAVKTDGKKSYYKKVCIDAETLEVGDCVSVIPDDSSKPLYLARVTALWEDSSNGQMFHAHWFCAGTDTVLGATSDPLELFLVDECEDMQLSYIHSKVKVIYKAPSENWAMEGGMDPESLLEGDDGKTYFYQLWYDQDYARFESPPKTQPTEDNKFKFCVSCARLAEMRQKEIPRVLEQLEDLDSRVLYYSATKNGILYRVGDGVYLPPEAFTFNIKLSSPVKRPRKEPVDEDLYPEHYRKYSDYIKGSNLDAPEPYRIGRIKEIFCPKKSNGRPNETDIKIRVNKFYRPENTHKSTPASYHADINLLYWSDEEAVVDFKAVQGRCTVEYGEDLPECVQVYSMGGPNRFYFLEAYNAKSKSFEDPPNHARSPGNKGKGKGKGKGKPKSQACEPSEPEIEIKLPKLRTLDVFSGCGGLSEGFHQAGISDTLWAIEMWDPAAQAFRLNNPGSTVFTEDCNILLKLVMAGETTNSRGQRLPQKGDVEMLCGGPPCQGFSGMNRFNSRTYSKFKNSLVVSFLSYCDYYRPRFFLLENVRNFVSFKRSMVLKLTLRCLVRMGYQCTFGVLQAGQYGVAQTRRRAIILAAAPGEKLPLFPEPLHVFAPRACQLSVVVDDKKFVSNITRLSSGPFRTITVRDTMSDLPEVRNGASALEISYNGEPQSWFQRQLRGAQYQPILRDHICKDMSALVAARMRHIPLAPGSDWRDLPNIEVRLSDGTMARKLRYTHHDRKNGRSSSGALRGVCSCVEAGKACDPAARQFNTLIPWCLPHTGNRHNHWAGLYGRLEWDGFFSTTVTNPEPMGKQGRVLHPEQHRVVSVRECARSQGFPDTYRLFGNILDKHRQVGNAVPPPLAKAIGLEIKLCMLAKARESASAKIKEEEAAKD
E coli Lon inh: inhibits E. coli Lon protease; purified E. coli Lon protease, fluorescence polarization; inhibition, % at 7.94 µM; 0.42% of 360,000 active; AID 602123; in the data active = inhibition above about 13%, passing the limit was not always enough;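 note: 0% = enzyme with probe and DMSO and 100% = no enzyme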
Scp1 inh: Scp-1 (human) phosphatase inhibition. Recombinant Scp1, phosphopeptide, malachite green phosphate absorbance. 0.88% of 340,000 active. Q9GZU7. inhibition, % at 20 µM;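 active = inhibition above about 50% at 20 µM, limit read from the data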;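 note: plate controls were DMSO wells with enzyme for no effect and wells lacking enzyme for full effect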
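Material – SCP-1 phosphatase catalytic domain, residues 76-261 · Buffer or medium – Acidic Tris acetate buffer with magnesium and detergent · Also added – Phospho 17-mer peptide substrate · Compound – single 20 µM dose, 1% DMSO · Times – 45 min room-temperature reaction, 5 min colour, 30 min stabiliser · Technique – Phosphate-binding colour reagent, absorbance read at 630 nm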
LMPTP inh: LMPTP (human) inhibition; P24666; recombinant LMPTP-A, OMFP fluorogenic substrate, fluorescence intensity; inhibition, % at 20 µM; 0.22% of 360,000 active; AID 651560;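 active = compounds that cut the enzyme signal by at least half of the control window in the single-dose screen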;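 note: plate controls were DMSO wells with enzyme plus substrate for no effect and substrate without enzyme for full effect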
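Assay system: LMPTP-A enzyme. Input: 0.625 nM LMPTP-A final. Probe or stimulus: 400 µM OMFP. Compound dosing: single 20 µM dose. Schedule: 50 min dark incubation at room temperature. Detection: fluorescence intensity of OMFP turnover product. Read-out: percent inhibition versus substrate-only and uninhibited controls. Benchmarks: no-enzyme low control, uninhibited high control.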
SUMO1 PPI mod: SUMO1-SIM interaction modulation | P63165 | inhibition, % at 20 µM | AID 602429 | SUMO1 binding to a labelled peptide, TR-FRET, 1 h | 0.33% of 360,000 active; in the data active = inhibition above about 37%
MsrA inhibitor: bovine MsrA inhibition | AID 651718 | 0.75% of 360,000 active | inhibition, % at 15.5 µM | purified bovine MsrA, absorbance read-out; in the data active = inhibition above about 4.5%;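 note: 0% = vehicle wells with enzyme and 100% = reference inhibitor wells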
The depositor's hits bear a star; / = not tested or not shown.

SMILES	MsrA act	Tb MetRS inh	STEP inh	NRP1-CendR mod	DNMT1 block	E coli Lon inh	Scp1 inh	LMPTP inh	SUMO1 PPI mod	MsrA inhibitor
O=C(NCCN1CCCC1=O)C1CCC(=O)N(CCc2cccc(F)c2)C1 (stereo not drawn)	-6	-0.6	2	4	1	-8	-7	0.0	44*	0.5
CC(Oc1cccnc1[N+](=O)[O-])C(=O)Nc1cccc(Cl)c1 (stereo not drawn)	-1	-0.4	-2	-16	-2	-11	-8	0.1	-18	0.9
O=C(O)CCCCCNC(=O)c1ccccc1Br	-4	-1.1	-2	16	4	4	-1	-0.4	-3	-0.1
CC(C)(C)c1ccc(C(=O)NCC(=O)N/N=C/c2ccccc2OCC(=O)O)cc1	-4	-0.1	-2	2	-1	6	-9	0.4	-6	0.4
O=C(Nc1cccc(S(=O)(=O)C(F)F)c1)c1ccc(S(=O)(=O)N2CCOCC2)cc1	-5	0.0	-2	6	-6	-9	-14	-2.4	0	1.6
CC(C)c1ccc(NC(=O)C2CC3CCC2C3)cc1 (stereo not drawn)	-3	-0.1	0	8	4	-4	-7	1.0	2	-0.9
O=[N+]([O-])c1cc(C(F)(F)F)ccc1Oc1cccnc1[N+](=O)[O-]	-2	0.0	-1	-2	-3	-3	-4	-0.3	-23	-1.0
Cc1ccc(S(=O)(=O)N2CCN(CC(=O)Nc3ccnn3C3CCCC3)CC2)cc1	-5	-0.2	-1	8	0	4	3	-1.3	2	-0.8
COc1ccc(CCNC(=O)C/C(C)=N/NC(=O)C23CC4CC(CC(C4)C2)C3)cc1OC	1	-0.1	-4	-11	4	15	-6	-0.8	-1	-1.6
COc1ccc(/C=C(/NC(=O)c2ccccc2)C(=O)NC2CCS(=O)(=O)C2)cc1 (stereo not drawn)	0	-0.5	-1	4	-1	6	-1	-0.2	0	3.1
CCOc1ccc(/C=N/N(C)c2ccccc2)cc1OC	0	0.1	-2	0	-3	-1	-8	3.6	-7	2.4
Cc1nc2ccc(NC(=O)c3ccc(S(=O)(=O)N(C)c4ccccc4)cc3)cc2s1	-2	-0.1	1	-3	-6	-17	6	2.6	2	1.7
COc1ccc(CCNC(=O)c2cnn(-c3ccc(C)c(C)c3)c2NC(=O)c2ccco2)cc1OC	2	-0.8	-2	-2	-5	-2	-6	-0.7	-1	-1.3
O=C(CC[C@H]1O[C@@H](n2cnc3c(NC(=O)c4ccccc4)ncnc32)[C@H](O)[C@@H]1O)N[C@@H](CO)Cc1c[nH]c2ccccc12	-4	0.1	2	-2	-1	1	/	-1.0	-5	-0.5
COc1ccc(/C=C/CN2CCN(Cc3ccccc3)C(CCO)C2)cc1 (stereo not drawn)	0	0.5	-2	-1	4	-6	-2	-0.9	3	1.7
COc1cccc(C=Nc2ccc(C)c(F)c2)c1O	-5	-0.1	0	-6	1	-5	-5	-0.4	-3	-0.8
COCCn1c(=NC(=O)c2cc3ccccc3oc2=O)sc2cc(S(N)(=O)=O)ccc21	-5	-1.8	16	16	3	2	37	1.1	-7	-0.4
O=C(c1ccc(Cl)cc1)c1cnc(-c2ccccc2)s1	-10	-0.8	-3	-4	7	-3	0	-1.2	-7	-0.2
Nc1nc2c(ncn2[C@@H]2O[C@H](CNCc3ccccc3)[C@@H](O)[C@H]2O)c(=O)[nH]1	0	-0.1	3	6	1	-3	/	0.3	5	0.4
CCC[C@@H](CNC)NC[C@H](Cc1ccccc1)NCCCCc1ccccc1	2	-0.2	-1	7	2	1	-6	-1.6	-40	0.4
CCOC(=O)CCc1c(C)nc(SCC(=O)O)c(C#N)c1C	-2	0.0	-1	6	2	8	-2	-1.7	8	-0.3
CCOC(=O)/C=C1\SCC(=O)N1CC(=O)NCc1ccc(OC)c(OC)c1	-3	0.6	3	16	2	-1	-5	-0.6	4	0.6
Cc1cccc([C@@H]2[C@@H]3C(=O)N(Cc4ccccc4)C(=O)[C@@H]3[C@]3(Cc4ccc(Cl)cc4)C(=O)N(c4cccc(Cl)c4)C(=O)N23)c1	-2	0.1	0	7	-2	-15	-14	0.0	1	-0.3
CN1OC[C@@H]2CN[C@H](c3cccc(-c4cc(Cl)cc(Cl)c4)c3)C[C@@H]21	-3	-0.3	-1	-1	1	-5	8	-0.1	1	0.6
COC(=O)c1scc(C#N)c1N/N=C(\C#N)S(=O)(=O)c1ccc(Cl)cc1	-3	-0.6	-3	8	-6	0	-10	-0.2	-9	0.2

An excerpt of these results, with values under each structure.
Screens in order – MsrA act, Tb MetRS inh, STEP inh, NRP1-CendR mod, DNMT1 block, E coli Lon inh, Scp1 inh, LMPTP inh, SUMO1 PPI mod, MsrA inhibitor
> O=C(Nc1cccc(S(=O)(=O)C(F)F)c1)c1ccc(S(=O)(=O)N2CCOCC2)cc1
→ -5, 0.0, -2, 6, -6, -9, -14, -2.4, 0, 1.6
> CC(C)c1ccc(NC(=O)C2CC3CCC2C3)cc1 (stereo not drawn)
→ -3, -0.1, 0, 8, 4, -4, -7, 1.0, 2, -0.9
> O=[N+]([O-])c1cc(C(F)(F)F)ccc1Oc1cccnc1[N+](=O)[O-]
→ -2, 0.0, -1, -2, -3, -3, -4, -0.3, -23, -1.0
> Cc1ccc(S(=O)(=O)N2CCN(CC(=O)Nc3ccnn3C3CCCC3)CC2)cc1
→ -5, -0.2, -1, 8, 0, 4, 3, -1.3, 2, -0.8
> COc1ccc(CCNC(=O)C/C(C)=N/NC(=O)C23CC4CC(CC(C4)C2)C3)cc1OC
→ 1, -0.1, -4, -11, 4, 15, -6, -0.8, -1, -1.6
> COc1ccc(/C=C(/NC(=O)c2ccccc2)C(=O)NC2CCS(=O)(=O)C2)cc1 (stereo not drawn)
→ 0, -0.5, -1, 4, -1, 6, -1, -0.2, 0, 3.1
> CCOc1ccc(/C=N/N(C)c2ccccc2)cc1OC
→ 0, 0.1, -2, 0, -3, -1, -8, 3.6, -7, 2.4
> Cc1nc2ccc(NC(=O)c3ccc(S(=O)(=O)N(C)c4ccccc4)cc3)cc2s1
→ -2, -0.1, 1, -3, -6, -17, 6, 2.6, 2, 1.7
> COc1ccc(CCNC(=O)c2cnn(-c3ccc(C)c(C)c3)c2NC(=O)c2ccco2)cc1OC
→ 2, -0.8, -2, -2, -5, -2, -6, -0.7, -1, -1.3

Next part.
SMILES	MsrA act	Tb MetRS inh	STEP inh	NRP1-CendR mod	DNMT1 block	E coli Lon inh	Scp1 inh	LMPTP inh	SUMO1 PPI mod	MsrA inhibitor
Cc1ccccc1Nc1nc(N)nc(C)c1Br	-1	-0.2	0	-8	-1	-5	-4	14	0	-0.3
O=C(COC(=O)CNC(=O)c1ccccc1Cl)Nc1ccccc1Cl	-6	-0.2	-1	15	1	-8	-1	-1.8	3	-0.4
O=C(CCn1c(=O)sc2ccccc21)NCc1ccccc1	-11	-1.2	-5	-12	4	-2	10	0.6	2	1.4
CCCCNC(=O)c1ccccc1NC(=O)C1=C(C)OCCS1	-3	-1.1	-3	7	-2	-2	-7	-1.5	-1	0.9
COc1cc2c(cc1OC)C(c1cccs1)N(C(=O)c1cccc(S(=O)(=O)N(C)C)c1)CC2 (stereo not drawn)	-3	0.6	-1	-3	-2	7	-6	0.5	2	0.5
COc1ccc(NC(=O)/C(=C\c2ccc3c(c2)OCO3)NC(C)=O)cc1	-3	-0.3	-6	3	5	-12	-2	-1.2	0	2.7
Cc1ccc(Cl)cc1N1CCN(C(=O)CN(c2ccccc2)S(=O)(=O)N(C)C)CC1	-3	0.9	23	14	65*	4	68*	24	6	-0.2
Cc1ccc(-c2ccc(SCC(=O)c3ccccc3)nn2)cc1	-4	-0.4	6	5	-4	-5	-6	2.4	-2	0.4
CC1(C)C2([N+](=O)[O-])CN3CC1([N+](=O)[O-])CN(C2)C3c1ccccc1 (stereo not drawn)	-1	-0.8	1	-10	7	-5	-5	-1.3	0	1.1
COc1cc(C(=O)Nc2ccc(C(F)(F)F)cc2)ccc1OCC(=O)N1CCOCC1	-3	-0.3	-4	7	0	-5	-7	0.8	5	-0.9
CC1CN(CCC(=O)Nc2ccc3c(c2)CCC3)CC(C)O1 (stereo not drawn)	-1	-0.5	0	0	-1	-7	-4	-2.4	1	0.0
COCCCNC(=S)NNC(=S)Nc1ccc(OC)cc1	-4	-0.4	-2	0	-1	-3	-4	1.0	1	-0.7
Cc1scc(C(=O)NNC(=S)NCC2CCCO2)c1C (stereo not drawn)	-4	0.3	0	2	-3	-4	-5	-0.3	1	0.4
O=C(Nn1cnc2ccccc2c1=O)c1c(F)cccc1F	-6	0.2	0	10	-3	2	5	-2.9	3	1.0
CCCCOC(=O)c1ccc(NC(=O)Nc2ccc(OC)c(OC)c2)cc1	-2	0.0	1	16	-6	-4	-9	2.1	1	-1.2
Cc1ccc(C)c(NS(=O)(=O)c2cc(C(=O)NCc3ccccn3)ccc2Cl)c1	-11	-0.9	-2	0	-4	-9	-1	0.9	3	-1.0
Cc1cc(C(=O)NCCc2ccccc2)ccc1[N+](=O)[O-]	-4	-0.1	-3	-1	2	2	-5	0.1	-23	0.6
O=C(N/C(=C\c1ccc(Br)cc1)C(=O)N1CCOCC1)c1ccc(Br)o1	-1	-0.1	2	2	-1	7	-4	0.4	-4	-0.8
COc1ccc2cc(Br)ccc2c1CC(=O)NCCCN1CCOCC1	-3	0.0	3	15	-1	4	-13	-2.4	-16	-0.4
CCCCn1c(=O)c(CCC(=O)OCC(=O)NC(=O)NCCOC)nc2ccccc21	-2	0.2	3	10	3	-9	-5	-0.7	1	0.8
CCC(C(=O)NC1CCCC1)N(C(=O)c1snc(C(N)=O)c1N)c1ccc2c(c1)OCCO2 (stereo not drawn)	-2	-0.4	1	6	-1	-3	-4	0.1	-9	/
COc1ccc(CCNC(=O)c2csc3c2CCCC3)cc1	-2	-0.3	-2	-5	1	-5	-4	-0.3	-2	0.4
COc1ccc(-n2ccnc2SCC(=O)NCc2ccc(F)cc2)c(OC)c1	-13	-1.0	-1	6	11	-5	10	-0.9	-1	1.4
Cc1ccccc1NC(=O)CN1C(=O)NC(C)(c2ccc3c(c2)OCO3)C1=O (stereo not drawn)	1	-0.5	-4	11	-1	4	-3	-1.5	-1	-0.2
COc1ccc(OC)c(NC(=O)C2CCN(S(=O)(=O)c3ccc4c(c3)CC(C)N4C(C)=O)CC2)c1 (stereo not drawn)	-3	-0.8	0	8	-3	-4	44	-0.2	3	0.5
Cc1cccc(C)c1NC(=O)CNC(=O)COC(=O)c1ccc(Cl)s1	-2	-0.4	-5	9	6	1	-8	-1.4	2	0.4
COC(=O)C(CC(=O)c1ccccc1)CC(=O)c1ccccc1	-2	-0.3	-1	-8	-3	-7	-10	0.1	5	-0.7
